BAP1 block: human BAP1 deubiquitinase inhibition. recombinant BAP1, Ub-AMC hydrolysis fluorescence kinetic; active compounds read low. activity remaining (% of control), % at 20 µM. actives 0.48% (n = 72,000). AID 436;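 active means activity remaining at or below 50% of control, provided the compound also passes the data quality filters; inactive means the rest, including low values that fail the filters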;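 further: 100% = DMSO wells rate and 0% = substrate alone blank rate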
Target sequence (Q92560 whole entry, looked up): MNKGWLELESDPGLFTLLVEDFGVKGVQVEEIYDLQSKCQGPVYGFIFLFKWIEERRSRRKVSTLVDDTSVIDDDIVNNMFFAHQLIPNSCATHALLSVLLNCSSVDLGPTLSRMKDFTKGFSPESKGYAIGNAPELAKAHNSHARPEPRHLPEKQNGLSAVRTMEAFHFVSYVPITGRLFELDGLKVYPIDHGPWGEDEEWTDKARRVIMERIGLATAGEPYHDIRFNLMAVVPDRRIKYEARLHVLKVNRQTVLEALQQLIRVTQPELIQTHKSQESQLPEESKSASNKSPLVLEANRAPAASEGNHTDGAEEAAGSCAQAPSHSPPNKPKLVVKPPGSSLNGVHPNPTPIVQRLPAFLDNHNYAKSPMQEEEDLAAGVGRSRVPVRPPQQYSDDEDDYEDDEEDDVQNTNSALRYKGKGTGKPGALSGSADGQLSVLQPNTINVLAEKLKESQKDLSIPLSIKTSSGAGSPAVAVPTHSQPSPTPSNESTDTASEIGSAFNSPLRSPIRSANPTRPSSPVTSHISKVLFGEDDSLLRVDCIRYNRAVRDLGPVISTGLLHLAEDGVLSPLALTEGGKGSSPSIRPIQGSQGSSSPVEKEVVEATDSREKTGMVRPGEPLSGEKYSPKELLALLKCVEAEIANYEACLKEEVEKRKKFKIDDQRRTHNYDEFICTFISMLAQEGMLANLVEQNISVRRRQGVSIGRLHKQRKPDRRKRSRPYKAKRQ
HePTP inh: human HePTP phosphatase inhibition; P35236; AID 521; actives 0.64% (n = 110,000); inhibition, % at 20 µM; recombinant HePTP phosphatase activity, OD absorbance; in the data active means inhibition above about 50%;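 further: plate controls were vehicle for no effect and reference inhibitor for full effect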
Target sequence (P35236 whole entry, looked up): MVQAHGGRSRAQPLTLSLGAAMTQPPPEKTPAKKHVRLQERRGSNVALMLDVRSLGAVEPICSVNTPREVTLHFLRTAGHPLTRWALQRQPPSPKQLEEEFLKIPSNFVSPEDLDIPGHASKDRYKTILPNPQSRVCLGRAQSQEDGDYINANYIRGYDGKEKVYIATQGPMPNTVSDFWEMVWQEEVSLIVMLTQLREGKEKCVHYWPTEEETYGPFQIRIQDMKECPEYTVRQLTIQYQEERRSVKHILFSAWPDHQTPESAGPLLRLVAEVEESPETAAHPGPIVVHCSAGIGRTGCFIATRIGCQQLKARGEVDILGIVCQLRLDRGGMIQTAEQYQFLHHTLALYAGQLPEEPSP
* = called active by the depositor; / = not tested or not shown; & = joins results of further samples. Random draw from the library; about 0.83% have a hit in one of these screens.

BAP1 block	HePTP inh	compound
106	3	COc1cc(C2C(C#N)=C(N)Oc3n[nH]c(-c4ccccn4)c32)cc(OC)c1OC (centres undefined)
/	-8	CCCCOc1cccc(NC(=O)c2cccc([N+](=O)[O-])c2C)c1
99	/	CCc1nnc(NC(=O)CSc2nnc(-c3ccoc3C)n2CC(C)C)s1
/	0	Cc1cccc(Cn2c(N(C)CCO)nc3c2c(=O)[nH]c(=O)n3C)c1
/	-2	O=C1C(=O)N(c2ccccn2)C(c2cccnc2)/C1=C(/O)c1ccccc1 (centres undefined)
63	/	Cc1ccc(C2c3c(-c4ccccc4)n[nH]c3C(=O)N2c2ccccc2)cc1 (centres undefined)
/	-16	O=S(=O)(NCCOc1ccccc1Cl)c1ccc2ccccc2c1
82	-6	Cc1cc(CN2C(=O)c3ccccc3C2=O)no1
/	10	Cc1ccc(/C(N)=N/OC(=O)c2cccc(F)c2)cc1
/	2	CCN1C(=O)/C(=C\c2cn(Cc3ccccc3)c3ccccc23)SC1=S
84	5	O=C(Nc1ccccc1)c1ccc(S(=O)(=O)NCc2ccco2)cc1
106	10	COC(=O)CNS(=O)(=O)c1ccc(Cc2ccc(S(=O)(=O)NCC(=O)OC)cc2)cc1
/	6	O=C(NCC1CCCO1)C(=O)Nc1ccccc1Cl (centres undefined)
143	5	CC1(C)CC(=O)C(C=Nc2ccc(Cl)cn2)=C(O)C1
/	7	CC1(C)Cc2c(C#N)c(OCC(=O)c3ccccc3)nc(-c3ccoc3)c2CO1
/	-9	c1ccc(NCc2ccc3c(c2)OCO3)cc1
83	2	Cc1nc2c(C(=O)NCc3ccc(F)cc3)c[nH]n2c(=O)c1Cl
/	6	COc1ccccc1C1CC(c2ccc(F)cc2)=NN1c1ccccc1 (centres undefined)
105	4	O=c1[nH]n(-c2cccc3cccnc23)c(=O)c2ccccc12
/	2	COC(=O)CNC(c1ccccc1Cl)c1cc(Br)ccc1NC(=O)CCN1CCOCC1 (centres undefined)
57	7	Cc1ccc(S(=O)(=O)N2CCC(C(=O)N[C@H](C(=O)NCC3CCCO3)C(C)C)CC2)cc1 (some centres undefined)
/	-12	CC1C(c2ccc(N(C)C)cc2)NC(c2ccc(N(C)C)cc2)C(C)C1O (centres undefined)
112	-4	COc1ccc(NC(=O)Cn2nnc(-c3ccc(CN4CCOCC4)cc3)n2)c(OC)c1
/	2	COc1ccc(Nc2oc(-c3ccccc3Cl)nc2C#N)cc1
51	/	COc1ccccc1NC(=O)c1ccc(Br)c(S(=O)(=O)N2CCCC2)c1
/	8	Cc1ccc(S(=O)(=O)Nc2ccc(Cl)cc2)cc1[N+](=O)[O-]
84	-4	Cc1cc2oc(=O)cc(CN3CCC(C)CC3)c2c(C)c1Cl
65&94	8	CCN(CC)CCNC(=O)c1cc(S(C)(=O)=O)ccc1OC
108	-7	Cc1nc2c(C)cccn2c1/C(O)=C1\C(=O)C(=O)N(CCN(C)C)C1c1ccncc1 (centres undefined)
/	1	COCCNC(=O)COc1ccc(C)c(C)c1

A different layout for some results above:
SMILES,BAP1 block,HePTP inh
CC1(C)CC(=O)C(C=Nc2ccc(Cl)cn2)=C(O)C1,143,5
CC1(C)Cc2c(C#N)c(OCC(=O)c3ccccc3)nc(-c3ccoc3)c2CO1,/,7
c1ccc(NCc2ccc3c(c2)OCO3)cc1,/,-9
Cc1nc2c(C(=O)NCc3ccc(F)cc3)c[nH]n2c(=O)c1Cl,83,2
COc1ccccc1C1CC(c2ccc(F)cc2)=NN1c1ccccc1 (centres undefined),/,6
O=c1[nH]n(-c2cccc3cccnc23)c(=O)c2ccccc12,105,4
COC(=O)CNC(c1ccccc1Cl)c1cc(Br)ccc1NC(=O)CCN1CCOCC1 (centres undefined),/,2
Cc1ccc(S(=O)(=O)N2CCC(C(=O)N[C@H](C(=O)NCC3CCCO3)C(C)C)CC2)cc1 (some centres undefined),57,7
CC1C(c2ccc(N(C)C)cc2)NC(c2ccc(N(C)C)cc2)C(C)C1O (centres undefined),/,-12
COc1ccc(NC(=O)Cn2nnc(-c3ccc(CN4CCOCC4)cc3)n2)c(OC)c1,112,-4
COc1ccc(Nc2oc(-c3ccccc3Cl)nc2C#N)cc1,/,2
COc1ccccc1NC(=O)c1ccc(Br)c(S(=O)(=O)N2CCCC2)c1,51,/
Cc1ccc(S(=O)(=O)Nc2ccc(Cl)cc2)cc1[N+](=O)[O-],/,8
Cc1cc2oc(=O)cc(CN3CCC(C)CC3)c2c(C)c1Cl,84,-4
CCN(CC)CCNC(=O)c1cc(S(C)(=O)=O)ccc1OC,65&94,8

Further records.
BAP1 block	HePTP inh	compound
105	-3	CC(C)(C)n1nc2c(c1NC(=O)c1ccc(S(=O)(=O)N3CCCCC3)cc1)CS(=O)C2 (centres undefined)
60	2	Cc1cccc(-c2noc(CCC(=O)Nc3ccccc3)n2)c1
/	-15	O=C(Nc1ccc(Cl)c(Cl)c1)Nc1nnc(Cc2ccccc2F)s1
92	4	CCN(CC)C(=O)CSc1nnc(-c2ccc(S(=O)(=O)NCc3ccccc3Cl)cc2)o1
103	4	O=P(O)(O)c1ccccc1OCCOCCOc1ccccc1P(=O)(O)O
160	0	Clc1ccc(OCc2nc(-c3ccncc3)no2)c(Cl)c1
/	2	Cc1nc(-c2cnn(-c3ccccc3)c2)c2cc(C)oc2n1
65	2	CC(NS(=O)(=O)c1ccc(F)cc1)C(=O)NCc1ccncc1 (centres undefined)
/	-6	CC(C)(C)c1cc(Br)ccc1OCC(=O)Nc1ccccc1C(F)(F)F
120	9	O=C(CN1C(=O)c2ccccc2C1=O)Nc1ccc(S(=O)(=O)NCC2CCCO2)cc1 (centres undefined)
87	3	CCOC(=O)c1ccc(NC(=O)N2CCN(S(C)(=O)=O)CC2)cc1
96	4	Cc1cc(NS(=O)(=O)c2ccc(NC(=O)CCCOc3ccccc3)cc2)no1
/	8&-16	CCOC(=O)c1c(NC(=O)c2ccc(Br)o2)sc2c1CCCC2
56	/	COc1ccc(NC2=C(Cl)C(=O)N(c3ccc(Br)cc3)C2=O)cc1
/	-4	O=[N+]([O-])c1cccc(-n2nncc2C23CC4CC(CC(C4)C2)C3)c1
/	2	Cc1ccc(C(=O)Nc2ccc3nn(-c4cccc([N+](=O)[O-])c4)nc3c2)cc1
/	-5	Cc1ccc2oc(NC(=O)N3CCOCC3)cc(=O)c2c1
/	9	CCN(CC)CCCNc1cc2n(c(=O)n1)CCc1cc(OC)c(OC)cc1-2
/	-1	COc1cc(S(=O)(=O)NCc2ccc3c(c2)OCO3)ccc1Cl
99	-9	CC(C)(C)n1ncc2c(=O)n(CC(=O)Nc3ccc4c(c3)OCO4)cnc21
97	4	CC(=O)Oc1c(S(=O)(=O)c2ccccc2)c(C)nn1C(C)(C)C
102	12	CCNC(=O)c1c(C)nc2ccccn12
122	5	Cc1noc(C)c1COc1ccc(C(=O)OC(C)C(=O)Nc2ccc(N3CCOCC3)cc2)cc1 (centres undefined)
117	6	Cc1ccc(-n2ncc(C#N)c2/N=C/N2CCCCCC2)cc1
85	-4	COc1cc(-c2nc(-c3cccc(C(F)(F)F)c3)no2)cc(OC)c1OC
130	9	N#Cc1ccccc1NC(=O)c1ccccc1OCC(=O)NCc1ccco1
96	2	CCOC(=O)c1ccc(N2C(=O)CC(N3CCC(C(=O)OCC)CC3)C2=O)cc1 (centres undefined)
/	-3	COc1ccc(C2Nc3ccccc3C(=O)N2c2ccccc2)cc1Cn1nc(C)c(Cl)c1C (centres undefined)
/	13	Cc1ccc(/C=C(\C#N)c2nc(-c3ccc4c(c3)OCO4)cs2)o1
128	7	CCOc1ccc(NC(=O)NCCN2C(C)CCCC2C)cc1 (centres undefined)
/	8	COc1cc(CN2CCN(C3CCCC(C)C3)CC2)cc(OC)c1OC (centres undefined)
95	/	Cc1ccc(S(=O)(=O)N[C@@H](Cc2ccccc2)C(=O)CCl)cc1
76	-2	COc1ccc(Cn2nnc(C(=O)Nc3ccc(F)cc3)c2N)cc1
55	/	O=C(O)c1cccc(S(=O)(=O)Nc2ccc(F)cc2)c1
/	0	Cc1ccc(P(=O)(CCCO)c2ccc(C)cc2)cc1
/	-9	COC(=O)c1c(NC(=O)c2ccc([N+](=O)[O-])cc2Cl)sc2c1CCCCCC2
/	0	O=C1NC(=O)C(=Cc2cccc(OS(=O)(=O)c3ccc([N+](=O)[O-])cc3)c2)C(=O)N1
84	/	O=C1c2cccc([N+](=O)[O-])c2C(=O)N1c1cc([N+](=O)[O-])ccc1Cl
99	3	O=C(NCCc1csc(-c2cccnc2)n1)c1cccs1
96	10	CCC(=O)Nc1ccc(C(=O)CSc2nnc(-c3cccnc3)o2)cc1
78	-5	Cn1c(C(=O)N2CCc3ccccc3C2)cc2oc3ccccc3c21
/	7	COCCOC(=O)c1ccc(NC(=O)COc2cc(C)c(Cl)c(C)c2)cc1
86	10	CCOC(=O)c1nn(-c2ccccc2)c(=O)c(C#N)c1C
/	10	c1ccc(-n2ncc3c2CCc2c-3[nH]c3ccccc23)cc1
/	6	CC1(C)CC(=O)C2=C(C1)c1c(ccc3ccccc13)NC2c1ccccc1[N+](=O)[O-] (centres undefined)
/	-18	COc1ccc(C(=O)NC2=NCCS2)c(OC)c1
/	12	COc1ccccc1C(=O)Nc1ccc2oc(-c3ccncc3)nc2c1
/	-8	CCOc1ccc(C(=O)Nc2cccc(NC(=O)c3cccc4ccccc34)c2)cc1
83	-10	Cc1ccc(C)c(OCCCC(C)(C)C(=O)O)c1
98	7	O=C(NC(Nc1ncccn1)C(=O)c1ccccc1)c1ccccc1 (centres undefined)

Later entries.
BAP1 block	HePTP inh	compound
89	6	Cc1[nH]n(CCC#N)c(=O)c1CC(=O)N1CCN(c2ccccc2)CC1
98	11	Cc1cc(=O)oc2c1c(C)nn2-c1ccc(C(=O)OC(C)C)cc1
149	4	CCOC(=O)C1=C(N)n2c(s/c(=C\c3cccnc3)c2=O)=C(C(=O)OC)C1c1cccnc1 (centres undefined)
98	1	OC(COCC1COc2ccccc2O1)CN1CCN(c2ccccn2)CC1 (centres undefined)
/	3	Nc1ccc2nc(SCC(=O)c3ccc(-c4ccccc4)cc3)sc2c1
100	3	O=C(NCCc1ccc(Cl)cc1)C1CCN(S(=O)(=O)N2CCCC2)CC1
102	-8	O=C(Nc1ccccc1C(F)(F)F)N1CCN(c2ccc3nnc(-c4ccc(F)cc4)n3n2)CC1
94	-8	CCOC(=O)N1CCC(NC(=O)c2cc(C(=O)Nc3ccc(OC)c(OC)c3)ccc2CO)CC1
103	2	CC(OC(=O)c1ccc2ccccc2n1)C(=O)Nc1ccc(N2CCOCC2)cc1 (centres undefined)
117	4	O=C(Nc1ccccc1C(=O)N1CCOCC1)C1CCC(=O)N1C1CCCC1 (centres undefined)
/	-2	Cc1ccc(C2C3=C(CCCC3=O)Nc3nc(SCC(=O)NCc4ccco4)[nH]c(=O)c32)cc1 (centres undefined)
/	-7	O=C(Nc1ccc2nsnc2c1Br)c1sc2ccccc2c1Cl
100	13	CC(C)CCn1c(Cl)nc2c1c(=O)n(C)c(=O)n2C
98	-12	CN(C)c1ccc(CN(C(=O)COc2ccccc2)C2CCS(=O)(=O)C2)cc1 (centres undefined)
/	-11	CCOC(=O)c1c(NC(=O)c2cccs2)sc2c1CCCC2
83	/	O=C(O)CCSc1n[nH]c(=O)[nH]c1=O
122	7	Cc1cc(C)cc(C(=O)N2CCN=C2c2ccccc2)c1
94	-1	Brc1ccc(-c2nn3c(Cc4ccccc4)nnc3s2)o1
111	7	CCCNC(=O)Cn1cnc2sc(C(=O)N3CCCC(C(=O)OCC)C3)c(C)c2c1=O (centres undefined)
/	8	CC(=O)N(c1ccccc1)c1nnc(C)s1
/	-2	Nc1nnc(SCC(=O)NCCOc2ccccc2)s1
/	-1	CCC(=O)N(CCC1(c2ccccc2)CCOC(C)(C)C1)Cc1ccc(N(C)C)cc1 (centres undefined)
59	/	COc1ccc(C(=O)C(=O)c2ccc(OC)cc2)cc1
/	-8	O=C(Nc1ccc(N2CCOCC2)cc1)c1ccco1
/	0	CC(C)(C)NC(=O)c1ccccc1N(Cc1ccccc1)S(=O)(=O)c1ccccc1
/	10	CC(C)(C)c1cnnn1-c1ccc(/C=C/C(=O)c2ccccc2)cc1
/	2	COc1ccc(C(=O)Nc2ccc(NC(=O)c3ccco3)c(OC)c2)cc1Cl
68	/	O=[N+]([O-])c1sc2ccccc2c1-[n+]1ccccc1
111	5	CSc1sc(C)cc1C1C(C#N)=C(N)N(c2cccnc2)C2=C1C(=O)CCC2 (centres undefined)
102	-9	Cc1ccc(S(=O)(=O)NCCNC(=O)CN2CCCC2)cc1
146	4	COCC(C)NC(=O)c1ccc(Cl)c(Cl)c1 (centres undefined)
98	6	COC(=O)Nc1ccc2c(c1)N(C(=O)CCN1CCN3CCCC3C1)c1ccccc1S2 (centres undefined)
56	8	O=C(CC12CC3CC(C1)CC(CC(=O)NC1=NCCS1)(C3)C2)NC1=NCCS1
97	/	Cc1ccc(-n2nnc3c(=O)n(CC(=O)NCc4ccco4)cnc32)cc1
96	3	COc1ccc2c(c1)OC(O)(C(F)F)CC2=O (centres undefined)
60	19	Cc1ccc(C2C3CN(C(C)C)CC=C3C(C#N)=C(N)C2(C#N)C#N)cc1 (centres undefined)
113	-1	O=C(O)CCC(=O)N1CCc2cc(S(=O)(=O)N3CCCCC3)ccc21
99	2	Nc1ccc2ncccc2c1
/	8	CCOC(=O)N1CCN(c2nc(SC)nc3sc4c(c23)CC(C)(C)OC4)CC1
110	11	COC(=O)c1ccc(Cn2cnc3c(cnn3-c3ccc(F)cc3)c2=O)o1
/	10	CCCCNC(=O)c1cc2ncc(Br)cn2n1
/	12	O=C1C2C3CCC(O3)C2C(=O)N1c1cccc([N+](=O)[O-])c1 (centres undefined)
120	14	COc1ccc(OCC(=O)N2CCN(C(=O)c3cccs3)CC2)cc1
101	-3	N#Cc1ccc(Cn2c(=O)c(C#N)c3n(c2=O)CCC3)cc1
